Shiga inhibitor: inhibitors of Shiga toxin in Vero cells; inhibition, % at 38.7 µM; 290,000 tested, 9.2% active; AID 2315; Vero cells, Shiga toxin protein synthesis inhibition reporter; in the data active means inhibition mostly above about 28%, no sharp cut-off; inactive means mostly below about 43%; further: 0% is about no effect
HCMV inh: human cytomegalovirus inhibition; HFF cells, HCMV-luciferase reporter, 72 h; hits give low values; activity change, negative = inhibition, % at 57.5 µM; 410,000 tested, 4.5% active; AID 1259415; in the data active means activity change below about -60%; inconclusive means no clear call, values can overlap the other calls; inactive means above about -39%; further: on the % scale 0 is the no-effect control and ±100 the full control effect
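Luciferase read-out from HCMV-luciferase-infected HFFs (MOI 1 PFU/cell) 72 h post infection at 37C; compounds added after 16 h cell attachment; activity normalized between buffer-only basal and Salinomycin (10uM) inhibitor controls.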
Giardia FBPA inh: Giardia lamblia aldolase inhibition; A8B2U2; purified Giardia FBPA; Potency, µM (series often up to 59.6 µM), inactives show top-dose activity, negative = inhibition, most hits filed as inhibitors; 290,000 tested, 0.71% active; AID 2451; further: potency means the concentration at half of the fitted maximal effect; on the % scale 0 is the no-effect control and ±100 the full control effect; nearly all actives have a fitted effect of over 55% in size
Target sequence (A8B2U2 whole entry, looked up): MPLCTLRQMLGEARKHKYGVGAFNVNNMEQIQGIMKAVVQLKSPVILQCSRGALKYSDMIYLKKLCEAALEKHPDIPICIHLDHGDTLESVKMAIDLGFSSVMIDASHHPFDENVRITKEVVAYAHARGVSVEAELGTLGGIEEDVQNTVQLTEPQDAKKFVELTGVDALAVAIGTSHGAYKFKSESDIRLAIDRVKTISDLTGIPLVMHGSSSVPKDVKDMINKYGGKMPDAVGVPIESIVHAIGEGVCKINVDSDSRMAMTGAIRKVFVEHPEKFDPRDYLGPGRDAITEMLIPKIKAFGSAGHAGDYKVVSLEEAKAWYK
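40 nM FBPA preincubated 10 min at RT with compound (up to 57.5 uM final), then substrate plus GAPDH/TPI/NAD/arsenate coupling and diaphorase/resazurin added. Fluorescence read after 20 min at RT, 525/598 nm.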
AmpC no deterg: AmpC beta-lactamase inhibition without detergent; 330,000 tested, 0.52% active; AmpC nitrocefin hydrolysis, absorbance 480 nm, 0.0001% Triton; AID 485341; Potency, µM (top dose mostly 57.1 µM), inactives show top-dose activity change, negative = inhibition, hits mostly inhibitors; P00811;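 further: potency means the concentration at half of the fitted maximal effect; plate controls were no compound for no effect and no enzyme for full effect; nearly all actives have a fitted effect of over 20% in size; some results filed as inactive show a strong effect at the top dose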
Target sequence (P00811 whole entry, looked up): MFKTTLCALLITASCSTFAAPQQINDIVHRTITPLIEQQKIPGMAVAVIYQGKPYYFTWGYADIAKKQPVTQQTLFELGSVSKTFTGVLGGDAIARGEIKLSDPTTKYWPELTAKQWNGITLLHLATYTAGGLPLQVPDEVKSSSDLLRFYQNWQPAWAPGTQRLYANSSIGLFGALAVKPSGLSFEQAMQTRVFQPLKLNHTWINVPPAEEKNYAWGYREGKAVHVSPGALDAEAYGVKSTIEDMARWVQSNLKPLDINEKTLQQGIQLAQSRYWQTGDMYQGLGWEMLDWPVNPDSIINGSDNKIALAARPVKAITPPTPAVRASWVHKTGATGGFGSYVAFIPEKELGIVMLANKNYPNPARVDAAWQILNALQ
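20 mM phosphate pH 7.0 + 0.01% (detergent screen) or 0.0001% Triton X-100; 5.3 nM AmpC reagent; cpd preinc 15 min RT; nitrocefin (800 uM stock) to start; A480 q20 s × 4 min; Activity was normalised to no-enzyme and no-compound control wells.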
CHX counter: counter-screen hit for Shiga toxin inhibitors, cycloheximide; cell reporter, cycloheximide protein synthesis inhibition counterscreen; max response, %; 300,000 tested, 12% active; AID 2314; in the data active means max response mostly above about 13%, no sharp cut-off; inactive means mostly below about 14%; further: read at 38.3 µM for the half of the compounds with a filed dose; 0% is about no effect
AmpC detergent: inhibitors of E. coli AmpC beta-lactamase with detergent. P00811. AmpC hydrolysis of nitrocefin, absorbance 480 nm, 0.01% Triton. Potency, µM (top dose mostly 114 µM), for inactives: at the highest dose activity change, negative = inhibition, usual class: inhibitors. 370,000 tested, 0.041% active. AID 485294;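 further: potency means the concentration at half of the fitted maximal effect; 0% = no-compound wells and -100% = no-enzyme wells; nearly all actives have a fitted effect of over 25% in size; some results filed as inactive show a strong effect at the top dose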
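AmpC (5.3 nM in the dispensed reagent) in 20 mM phosphate pH 7.0 with 0.01% (detergent screen) or 0.0001% Triton X-100 was preincubated with compounds for 15 min at room temperature. Nitrocefin was then added from an 800 uM solution, and hydrolysis was followed at 480 nm.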
AMA1 RON2 block: AMA1-RON2 (P. falciparum) interaction inhibition; AlphaScreen AMA1-biotinylated RON2 peptide binding; Potency, µM (series often up to 58.2 µM), for inactives: top-dose activity change, negative = inhibition, most hits filed as inhibitors; 360,000 tested, 0.2% active;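 further: potency means the concentration at half of the fitted maximal effect; 0% = vehicle wells and -100% = peptide control; nearly all actives have a fitted effect of over 45% in size; some results filed as inactive show a strong effect at the top dose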
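AMA1 (3D7) with his tag at 25 nM final met compounds first, then biotinylated RON2 peptide at 25 nM; detection used donor plus acceptor beads, 10 µg/mL apiece, read by AlphaScreen after 30 min at room temperature.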
* marks the source's active call; other numbers are inactive results; ? = inconclusive; · = no result given; [ ] = remark or other dose. Unless noted, the call rests on the fitted dose curve; in most records, active means well fitted curve in the direction sought with a large enough effect; inconclusive means small, poorly fitted or top-dose-only effect, or another doubt; inactive means no such curve, though single readings can be large; an effect the other way counts as inactive or inconclusive.

Order of values: Shiga inhibitor, HCMV inh, Giardia FBPA inh, AmpC no deterg, CHX counter, AmpC detergent, AMA1 RON2 block
CC1(NC(=O)/C=C/c2nc3ccccc3s2)CCS(=O)(=O)C1 (stereo not given)
→ ·, 5, ·, -29%, ·, 1%, -10%
CCOc1ccc(N(C)S(=O)(=O)c2cnc[nH]2)cc1
→ 10, -14, ·, 0%, -4, 4%, 6%
COc1ccc(-c2nnc(N(C)C(=O)c3cccnc3)s2)cc1
→ 46, 49, -9%, 23%, 27*, ?, -20%
C=CCNC(=S)Nc1ccc(N(C)C)cc1
→ 24, -36, -28%, -17%, 29*, -1%, 28%
COc1ccc(C(C(=O)NC(C)(C)C)N(C(=O)CCC(=O)Nc2cc(C)on2)c2cccc(C)c2C)cc1 (stereo not given)
→ -5, -9, 2%, -3%, -4, -1%, 0%
COC(=O)C(C)Sc1nc2c(c(=O)n(C)c(=O)n2C)n1CCC(C)C (stereo not given)
→ -14, ?, -1%, 42%, -6, -16%, 12%
CC(C)Cn1c(SCC(=O)N2CCN(C(=O)c3ccco3)CC2)nc2ccccc2c1=O
→ -3, 13, 0%, -2%[11.4 µM], -3, -12%, -2%
C=C1c2ccccc2NC(=O)N1c1ccc(OC)cc1
→ 36, 1, -4%, -9%, 12*, 2%, 28%
Cn1c2ccccc2c2ncn(CCC3=CCCCC3)c(=O)c21
→ 27, 24, -10%, 4%, 17*, -19%, 1%
CCOc1ccc(NC(=O)CSc2nnc(C3CC3)n2N)cc1
→ -9, 9, 11%, -18%, -2, -19%, 6%
COc1ccc(C2CC(=O)c3c(ccc4ccccc34)N2)cc1OC (stereo not given)
→ -13, 45, 2%, 34%, -7, -4%, -5%
O=C(Nc1ccc(Br)cc1)c1cc([N+](=O)[O-])cc([N+](=O)[O-])c1
→ ·, ?, 0%, -34%, -3, -11%, 2%
CN(C)CCCn1cnc2c1c(=O)[nH]c(=O)n2Cc1ccccc1
→ 3, -16, -3%, -8%, 4, -1%, 0%
O=C1CCCN1CN(C(=O)c1ccc2c(c1)OCO2)c1cccc(Cl)c1
→ 9, -11, 9%, 1%, 0, -4%, -16%
Cc1ccccc1NC(=O)CSC1=NCCN1
→ -9, -3, -3%, -37%, -2, -7%, 4%[2.32 µM]
CCCCN1C2=NCCCN2c2ccccc21
→ -20, 10, 4%, -14%, -2, -2%, 0%
Cc1ccc(C(=O)CSc2nnnn2C(C)C)c(C)c1
→ 33*, ?, -3%, -13%, 1, -1%, -1%
CCc1noc(C)c1C(=O)OCC(=O)NCCc1ccc(OC)cc1
→ ·, -29, ·, -5%, ·, -13%, 1%
Cc1ccc(N2CC(C(=O)N3CCC(C(=O)Nc4nnc(C(C)C)s4)CC3)CC2=O)cc1 (stereo not given)
→ -7, 11, -1%, 137%[activator], -1, -10%, -23%
Cc1nc2ccc(NC(=O)COc3ccccc3F)cc2s1
→ 72*, -13, -16%, -6%, 31*, 5%, 6%

In the list so far, these have an aryl thioether with sulfur outside any ring:
Order of values: Shiga inhibitor, HCMV inh, Giardia FBPA inh, AmpC no deterg, CHX counter, AmpC detergent, AMA1 RON2 block
COC(=O)C(C)Sc1nc2c(c(=O)n(C)c(=O)n2C)n1CCC(C)C (stereo not given)
→ -14, ?, -1%, 42%, -6, -16%, 12%
CC(C)Cn1c(SCC(=O)N2CCN(C(=O)c3ccco3)CC2)nc2ccccc2c1=O
→ -3, 13, 0%, -2%[11.4 µM], -3, -12%, -2%
CCOc1ccc(NC(=O)CSc2nnc(C3CC3)n2N)cc1
→ -9, 9, 11%, -18%, -2, -19%, 6%
Cc1ccc(C(=O)CSc2nnnn2C(C)C)c(C)c1
→ 33*, ?, -3%, -13%, 1, -1%, -1%

Continuation.
Order of values: Shiga inhibitor, HCMV inh, Giardia FBPA inh, AmpC no deterg, CHX counter, AmpC detergent, AMA1 RON2 block
O=C(CSc1ncccc1C(=O)O)c1ccccc1F
→ 0, -25, -3%, -20%, -2, -1%, 37%[activator]
COc1cc2cc(CCCOC(=O)c3ccc(C#N)cc3)oc(=O)c2cc1OC
→ ·, 8, ·, -10%, ·, 5%, -2%
COc1ccc(O[C@H]2C=C[C@@H](c3ccccc3)O[C@@H]2CO/N=C(\C)CCN2CCc3nc(-c4ccccc4)c(-c4ccccc4)cc3C2)cc1
→ -18, ·, 0%[12.9 µM], 56%, -3, ?, ·
O=C(CSc1nnc(N2CCOCC2)n1-c1cccc(F)c1)N1CCN(c2ccccn2)CC1
→ ·, -19, ·, 44%, ·, ?, 6%[11.6 µM]
CC(C)Nc1ccc(C(CC(N)=O)NC(=O)c2ccccc2)cc1[N+](=O)[O-] (stereo not given)
→ -8, -25, 4%, -20%, -1, -14%, -3%
COc1ccccc1Nc1nc(-c2sc(NC(=O)c3ccc([N+](=O)[O-])cc3)nc2C)cs1
→ 18, ·, -4%, -35%, 5, -4%, ·
Cc1ccsc1CN(C)Cc1nc(C2CC2)no1
→ 7, -29, 4%, -4%, -1, -5%, 16%
CC1CN(CCOc2ccc(Cl)cc2Cl)CC(C)O1 (stereo not given)
→ 5, 43, -24%, 55%, -2, -7%, -7%
Cc1c(C(=O)N2CCC(C(N)=O)CC2)sc(N)c1C#N
→ -2, 10, 6%, -13%, 7, -3%, -1%
CC1N(O)C(C)(C)C(c2ccccc2)=[N+]1[O-] (stereo not given)
→ 8, 1, 0%, -14%, -4, 3%, 3%
O=C(O)Cc1csc(NC(=O)CSc2nnnn2-c2ccc(O)cc2)n1
→ -8, 24, -17%, -9%, -1, 7%, 55%[activator]
O=S(=O)(N(Cc1ccccc1)[C@H](CO)Cc1ccccc1)N(Cc1ccccc1)[C@H](CO)Cc1ccccc1
→ ·, 11, ·, -17%, ·, ·, -21%
O=[N+]([O-])c1cccc(CN(CCO)Cc2ccccc2)c1
→ -4, 24, 0%, -4%, -3, -1%, -6%
Cc1c(C)c2ccc(OS(C)(=O)=O)cc2oc1=O
→ 31, 3, 0%, -12%, 9, -11%, 5%
CC(NC(=O)Cc1ccccc1)c1cc2c(cc1Br)OCCCO2 (stereo not given)
→ 15, ?, 13%, -24%, -3, ?, 7%
NC(=O)c1c(NC(=O)CN2CCN(S(=O)(=O)c3ccccc3)CC2)sc2c1CCC2
→ ·, -34, ·, -43%, ·, -7%, 85%[activator]
CC(=O)N(c1nc(CCl)cs1)c1ccc(C)cc1C
→ 12, 2, -1%, -13%, -2, 2%, 0%
CC1(C)CC(=O)C=C(NCc2ccccc2)C1
→ -20, -18, -1%, -7%, -3, 3%, 0%
CC1CCN(S(=O)(=O)c2cccc(C(=O)Nc3ccccn3)c2)CC1
→ -3, -15, 0%, -11%, -3, -5%, 2%
CC1C(=O)O[C@@H]2C[C@@H](C)[C@@H]3CCC(=O)[C@@]3(C)[C@@H](O)[C@H]12 (stereo not given in full)
→ -9, -7, 8%, -1%, 3, 4%, 0%

Following part:
Order of values: Shiga inhibitor, HCMV inh, Giardia FBPA inh, AmpC no deterg, CHX counter, AmpC detergent, AMA1 RON2 block
O=C(CCN1C(=O)S/C(=C/c2ccccc2)C1=O)Nc1ccc(C(=O)O)c(O)c1
→ -6, -13, ·, -26%, 8, -1%, -3%
O=C(CSc1nc2ccccc2o1)Nc1ccccc1
→ 30, 83, 1%, -34%, 8.5*, -8%, -4%
COc1ccc(OC)c(S(=O)(=O)Nc2ccc(O)c3ccccc23)c1
→ 35*, -24, ?, -34%, 26*, 2%, -14%
NS(=O)(=O)c1ccc(NC(=O)Cn2nc(C(=O)O)c3ccccc3c2=O)cc1
→ -13, -10, 3%, -25%, -4, -9%, -6%
Cc1ccnn1-c1ccc(C(=O)N2CCCN(S(=O)(=O)c3ccc(F)cc3)CC2)cc1
→ ·, -5, ·, 89%[activator], ·, 0%, -4%
CN(C)c1ccc(C(=O)NCC(c2cccs2)N2CCOCC2)cc1[N+](=O)[O-] (stereo not given)
→ ·, -6, ·, -4%, ·, -17%, 34%[activator]
O=S(=O)(NCc1cccnc1)c1cccc2nsnc12
→ -8, -1, 6%, -14%, -2, -9%, 23%
COC(=O)c1cc(O)cc(OC)c1C(=O)c1c(O)cc(C)cc1O
→ -11, 28, 5%, -34%, -4, 7%, -20%
Cc1nn(C)c(Cl)c1C(=O)NCC(=O)NCc1ccccc1
→ 25, -35, 5%, -12%, 2, -2%, 6%
O=C(N/N=C\c1cc([N+](=O)[O-])ccc1N1CCCC1)c1ccccn1
→ 48*, ?, -4%, -15%, 22*, -5%, 32%[activator]
CCC(Sc1nc(=O)cc(N)n1CCc1ccccc1)C(=O)Nc1ccccc1C#N (stereo not given)
→ -10, 12, 3%, -2%, -1, -12%, 0%
Cc1cccnc1NC(=O)c1cccc(S(=O)(=O)N2CCN(c3ccccc3)CC2)c1
→ ·, -31, ·, 8%, ·, -9%, 19%
CCOc1ccc(-c2nc3scc(-c4cccs4)c3c(=O)[nH]2)cc1
→ 19, -26, 4%, -22%, 11, -10%, 12%
Cc1cc(C(=O)c2cnc(/N=C/N(C)C)s2)c(F)cc1Cl
→ 15, -14, 1%, 58%, 9, 4%, 6%
Cc1[nH]c2ccccc2c1C(=O)CN1C(=O)NC2(CC(C)CC(C)(C)C2)C1=O (stereo not given)
→ -3, -1, -4%, -27%, -2, ?, -3%
CC(C)Sc1nc(N2CCOCC2)c2c3c(sc2n1)COC(C)(C)C3
→ -20, -37, 0%, -10%, -2, 1%, -7%
Cc1cc(C(=O)CSc2nnnn2C)c(C)n1C1CC1
→ 151*, 61, -15%, -25%, 56*, -7%, -6%
O=C(CCOc1ccccc1)Nc1ccnn1C1CCN(Cc2ccc(F)cc2)CC1
→ -9, -8, ·, 91%[activator], -1, 3%, 6%
CC(C)Cn1c(=O)c(C(=O)Nc2cnccn2)c(O)c2ccccc21
→ -20, -4, 2%, -17%, 3, ?, 1%
COCCn1nnnc1C(c1cccc(OC)c1OC)N1CCN(C(=O)c2ccco2)CC1 (stereo not given)
→ -3, 4, ·, 16%, -5, 1%, 1%
COc1ccc(CC(=O)NCC(=O)Nc2ccccc2Br)cc1
→ 1, -36, 18%, 1%, -1, ?, 2%

4 consecutive entries from above:
Order of values: Shiga inhibitor, HCMV inh, Giardia FBPA inh, AmpC no deterg, CHX counter, AmpC detergent, AMA1 RON2 block
O=C(Nc1ccc(Br)cc1)c1cc([N+](=O)[O-])cc([N+](=O)[O-])c1
→ ·, ?, 0%, -34%, -3, -11%, 2%
CN(C)CCCn1cnc2c1c(=O)[nH]c(=O)n2Cc1ccccc1
→ 3, -16, -3%, -8%, 4, -1%, 0%
O=C1CCCN1CN(C(=O)c1ccc2c(c1)OCO2)c1cccc(Cl)c1
→ 9, -11, 9%, 1%, 0, -4%, -16%
Cc1ccccc1NC(=O)CSC1=NCCN1
→ -9, -3, -3%, -37%, -2, -7%, 4%[2.32 µM]

Taken from above:
HCMV inh result of NS(=O)(=O)c1ccc(NC(=O)Cn2nc(C(=O)O)c3ccccc3c2=O)cc1 : -10
Giardia FBPA inh result of COc1ccc(CC(=O)NCC(=O)Nc2ccccc2Br)cc1 : 18%
